# MCL1 BIM primary = MCL1-BIM-BH3 interaction inhibition (human) | Q07820 | GST-MCL1 / FITC-Bim-BH3 fluorescence polarization | inhibition, % at 10.9 µM | 320,000 tested, 0.68% active;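 active means inhibition above the mean inhibition of all tested compounds plus 3 SD, set per campaign, cut at about 40% in these data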;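 further: 0% = DMSO wells and 100% = unlabeled Bim-BH3 peptide control; higher means more loss of mP so more displacement of Bim peptide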
# MEX-5 binding = C. elegans MEX-5 TCR-2 RNA binding activity. Q9XUB2. MEX-5/FITC-TCR2 RNA binding, fluorescence polarization; hits give low values. activity score (negative = inhibition of binding), % at 10 µM. 300,000 tested, 0.38% active;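 active means inhibition past about -25% in most replicates, and total fluorescence under double the plate's negative control median, limit read from the data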;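 further: 0% = DMSO and -100% = 5 µM competing unlabeled TCR2 RNA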
# Target sequence (Q9XUB2 whole entry, looked up): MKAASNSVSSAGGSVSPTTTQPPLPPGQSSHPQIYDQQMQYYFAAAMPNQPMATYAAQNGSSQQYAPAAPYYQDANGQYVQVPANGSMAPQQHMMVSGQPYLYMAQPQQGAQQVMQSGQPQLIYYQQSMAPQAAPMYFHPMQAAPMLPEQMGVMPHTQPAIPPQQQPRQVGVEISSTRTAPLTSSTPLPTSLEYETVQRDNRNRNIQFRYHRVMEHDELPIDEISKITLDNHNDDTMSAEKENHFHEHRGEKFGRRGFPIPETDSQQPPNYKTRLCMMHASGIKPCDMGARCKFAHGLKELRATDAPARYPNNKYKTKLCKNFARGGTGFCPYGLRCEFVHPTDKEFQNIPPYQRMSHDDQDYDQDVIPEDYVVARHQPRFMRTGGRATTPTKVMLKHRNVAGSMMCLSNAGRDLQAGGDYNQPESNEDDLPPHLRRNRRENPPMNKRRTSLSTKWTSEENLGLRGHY
# Fam108B inh = Fam108B inhibition, counter-screen for RBBP9 inhibitors; recombinant Fam108B, FP-Rh probe fluorescence polarization; inhibition, % at 9.51 µM; 300,000 tested, 0.33% active;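 active means inhibition above the screen mean inhibition plus 3 SD, computed separately per campaign, cut at about 18% in these data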;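 further: inhibitors lower polarization as less probe binds the enzyme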
# VLA-4 inh = inhibition in a human VLA-4 binding assay | P13612 | VLA-4 expressing cells, ligand binding flow cytometry | inhibition, % (about 7 µM as worked out from the volumes in the protocol) | 330,000 tested, 0.2% active | AID 2557; in the data active means inhibition above about 50%
# Efflux pump inh = blocks antifungal efflux pumps in multiplex yeast assay; S. cerevisiae Candida pump triplex, Nile Red efflux; inhibition, % at 10 µM; 330,000 tested, 0.44% active; AID 485275;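 active means plate passing quality check with inhibition over a set limit, or well fluorescence over plate mean plus 4 SD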;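 further: Nile Red retained in pooled yeast measured as flow cytometry median fluorescence; 0% = buffer negative control and 100% = Enniatin B positive control; higher means more Nile Red kept so more efflux inhibition; some compounds called inactive have numbers as strong as hits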
# GRK2 aptamer HTS = inhibitors of human GRK2 displacing RNA aptamer; inhibition of aptamer binding, % at 10 µM; bead flow cytometry, FAM-aptamer displacement from GRK2; AID 488847; 330,000 tested, 0.59% active;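 active means inhibition of aptamer binding above 40%, roughly 3 SD of noise, on plates passing a quality check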;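 further: median bead fluorescence of bound FAM aptamer so fluorescent compounds give negative values; no value below 0 was filed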
# GLD-1 RNA inh = GLD-1-TGE RNA interaction inhibition (C. elegans) | purified GLD-1 + fluorescein TGE RNA, fluorescence polarization | inhibition, % at 5.96 µM | 320,000 tested, 0.44% active;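 active means percent inhibition above a per-plate cutoff, the plate mean of test compounds plus 3 SD, cut at about 30% in these data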;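 further: 0% = DMSO wells with GLD-1 and probe and 100% = wells lacking GLD-1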
# BCLXL inh = inhibitors of human Bcl-xL; inhibition, % at 10.9 µM; 320,000 tested, 0.7% active; Q07817; GST-Bcl-xL / FITC-Bim BH3 peptide fluorescence polarization;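 active means inhibition above the mean of all tested compounds plus 3 SD, cutoff set per campaign, cut at about 30% in these data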;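 further: 0% = DMSO wells and 100% = unlabeled Bim-BH3 peptide competitor; inhibitors lower millipolarization by displacing the labeled peptide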
# PME-1 primary = blocks human protein phosphatase methylesterase 1; 320,000 tested, 0.53% active; AID 2130; recombinant PME-1, FP-Rh probe fluorescence polarization; inhibition, % at 5.9 µM;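 active means inhibition above the campaign mean of all compounds plus 3 SD, cut at about 26% in these data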;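 further: competitive labeling of PME-1 active site by serine hydrolase directed probe; 0% = PME-1 with DMSO and 100% = wells lacking PME-1 enzyme; inhibitors block probe labeling so polarization falls and inhibition rises; many of its hits are not listed in these tables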
# Target sequence (Q9Y570 whole entry, looked up): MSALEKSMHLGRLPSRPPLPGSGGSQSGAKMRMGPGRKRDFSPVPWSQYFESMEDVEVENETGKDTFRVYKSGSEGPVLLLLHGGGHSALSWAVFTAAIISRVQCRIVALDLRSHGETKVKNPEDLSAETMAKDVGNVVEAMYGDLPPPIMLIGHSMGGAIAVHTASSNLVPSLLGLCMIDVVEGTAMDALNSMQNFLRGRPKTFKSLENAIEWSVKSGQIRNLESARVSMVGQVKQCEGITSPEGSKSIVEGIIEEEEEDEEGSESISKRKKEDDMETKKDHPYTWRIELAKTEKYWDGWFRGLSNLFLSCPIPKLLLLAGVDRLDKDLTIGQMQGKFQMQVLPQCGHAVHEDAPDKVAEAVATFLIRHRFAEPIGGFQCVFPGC
# The depositor's hits bear a star; nt = not tested or not shown. Not all compounds are listed (hit frequency here may not be typical).
SMILES,MCL1 BIM primary,MEX-5 binding,Fam108B inh,VLA-4 inh,Efflux pump inh,GRK2 aptamer HTS,GLD-1 RNA inh,BCLXL inh,PME-1 primary
COc1cc(NS(=O)(=O)c2ccc(NC(=O)c3ccc(C)o3)cc2)nc(OC)n1,1,-0.7,-4,-21,0.0,22,-1,2,-8
CCCCC(=O)Nc1ccc(C(=O)N2CCCC(C(=O)OCC)C2)cc1 (stereo not given),11,4.2,-2,3,0.1,2,9,6,0
O=[N+]([O-])c1ccc(/C=[N+](\[O-])CCO)o1,21,-1.6,-1,-9,-0.4,0,19,15,1
COc1cc(C(=O)Nc2cccc(-c3nncn3C)c2)cc(OC)c1OC,-8,0.9,-2,-10,0.2,0,5,1,-11
Cc1cc(NS(=O)(=O)c2ccc(NC(=O)COc3ccccc3C(C)(C)C)cc2)no1,0,-1.5,-3,12,-0.2,4,4,5,-4
C=CCN(C(=O)Nc1ccc(Cl)cc1)C1CC(=O)N(c2ccc(OC)cc2)C1=O (stereo not given),-4,-0.8,-5,-14,0.1,2,6,2,1
CSC1=C(C#N)C(C)C2=C(CC(C)(C)CC2=O)N1 (stereo not given),11,-3.4,-3,7,0.2,1,-2,7,0
Cc1ccccc1CC(=O)OCC(=O)Nc1ccc(C)c(S(=O)(=O)N2CCCCC2)c1,-1,nt,nt,-29,0.1,0,9,0,6
Cc1nnc(N2CCC(C(=O)NC3CCC(C)CC3)CC2)c2nn(-c3ccc(Cl)cc3)c(C)c12 (stereo not given),1,2.6,-6,0,0.1,0,4,-1,-11
Nc1nnc(SCC(=O)Nc2nccs2)s1,4,-2.0,2,-1,0.0,1,5,1,-3
COc1cccc(CN2CCN(C(=O)c3ccco3)CC2)c1,3,-1.0,1,-3,-0.1,2,8,3,0
COc1cccc(-n2nc(C(C)=O)c(=O)[nH]c2=O)c1,-2,2.1,-6,4,-0.1,3,0,6,-2
CSc1nnc(CCNC(=O)OC(C)(C)C)o1,0,-0.3,-4,21,0.0,3,4,4,2
CC(C)c1ccc(NC(=O)CN2C(=O)NC(C)(C3CC3)C2=O)cc1 (stereo not given),4,nt,nt,13,-0.1,0,4,1,4
COc1ccc(C2CC(c3ccccc3OC(C)=O)=NN2C(C)=O)cc1 (stereo not given),6,-1.3,1,14,-0.2,0,-5,1,5
Cc1ccc(C)c(NS(=O)(=O)c2ccc3c(c2)NC(=O)CO3)c1,3,-1.4,-1,-6,-0.1,1,2,7,-7
CCOc1ccc2nc(SCC(=O)NCc3ccc(OC)c(OC)c3)[nH]c2c1,-4,2.6,2,-1,-0.2,5,-6,1,7
Cc1c(C(=O)N2CCN(Cc3ccc4c(c3)OCO4)CC2)sc2ncnc(N3CCN(c4ccccc4)CC3)c12,-1,-2.5,4,-2,-0.1,4,-5,7,3
CC1=NOC(=O)/C1=C/c1ccc(O)c(Cl)c1,-1,13,-2,12,-0.1,1,-3,0,0
COc1ccc(CCNC(=O)C2CCCN(S(=O)(=O)N3CCCCCC3)C2)cc1OC (stereo not given),-2,0.5,2,-18,-0.1,1,-2,4,-10
O=C1/C(=C\c2ccc(Br)o2)Cc2ccccc21,-13,-3.1,1,-10,0.1,6,-3,1,4
Cc1[nH]c2ccccc2c1CCNC(=O)c1ccc2nccnc2c1,-4,2.8,1,8,0.1,2,-2,1,7
Cc1nnc2sc(-c3cccc(NC(=O)c4cccnc4)c3)nn12,4,-2.1,-2,2,0.0,0,6,7,-3
Oc1ccc(Nc2ncnc3scc(-c4ccccc4)c23)cc1,-7,nt,5,1,0.1,0,2,-3,6
COc1ccc([C@H]2CC(=O)C=C(c3cc4ccccc4c4ccccc34)C2)cc1,6,nt,nt,5,-0.5,0,-2,7,-9
Cc1ccccc1OCC(=O)NNC=O,19,2.5,-3,-4,0.3,0,-1,1,10
O=C(CCSc1nc(-c2ccco2)cc(C(F)(F)F)n1)N1CCCc2ccccc21,-7,3.5,0,3,-0.1,1,8,-2,-1
O=C(N/C(=C\c1ccc(Br)cc1)C(=O)N1CCOCC1)c1ccccc1Cl,4,0.0,2,17,0.0,0,7,1,-2
C=CCNC(=S)NCCCCC1NC(=S)N(CC=C)C1=O (stereo not given),3,-2.0,-3,35,0.0,0,0,5,0
CCN(CC)S(=O)(=O)c1ccc(Cl)c(NC(=O)COc2ccc3c(C)cc(=O)oc3c2)c1,-4,0.6,-1,4,0.0,100*,-4,4,-3
CCN1CCN(c2ccc(S(=O)(=O)N3CCOCC3)cc2NC(=O)c2ccc(Cl)cc2Cl)CC1,-10,2.0,3,-5,0.0,0,0,-9,-5
COC(=O)[C@H](CC(C)C)NC(=O)Nc1ccc2c(c1)OCCO2,9,-2.8,0,-19,0.0,0,1,7,-2
O=C(Nc1cc(C(F)(F)F)ccc1-n1cncn1)c1ccc(F)cc1Cl,4,nt,nt,18,0.0,2,-2,4,-6
COc1cccc(C(=O)NNC(=O)Cc2cccs2)c1,2,-0.1,-2,6,0.1,0,-6,4,-1
CCN(CCO)C(=O)C(c1ccccc1)c1ccccc1,4,-0.3,-2,-9,0.0,0,0,4,2
COc1cccc(OC)c1C(=O)Nc1ccc2c(c1)CCCN2S(=O)(=O)c1ccc(C)cc1,9,-6.9,-4,11,-0.2,5,2,5,2
CCOc1ccc(S(=O)(=O)NCCC(=O)NC2CCC(C)CC2)cc1 (stereo not given),nt,nt,nt,2,0.2,0,7,nt,nt
COc1ccc(NC(=O)CCCn2nc(C)c3c(C)n(-c4ccccc4)nc3c2=O)cc1,7,-0.7,1,4,-0.2,0,-3,2,2
COC(=O)CC1(C(=O)OC)Oc2ccccc2C(=O)N1c1ccc(F)cc1F (stereo not given),9,nt,3,12,0.0,1,-3,6,5
Cc1ccn2cc(CNS(=O)(=O)c3cccs3)nc2c1,9,-7.4,-6,8,0.0,1,5,7,-8
COc1ccc(NC(=O)CSc2nnnn2-c2ccc(OC)cc2)cc1,9,0.5,-1,6,0.1,4,3,5,-3
CCN(CC)CCC(=O)N1c2ccccc2Sc2ccc(NC(=O)OC)cc21,nt,-2.5,nt,3,0.0,0,nt,nt,nt
O=c1nc(Nc2ccccc2)oc2ccccc12,-5,1.6,0,2,0.2,0,1,-10,0
COc1ccc(/C=C(/NC(=O)c2ccco2)C(=O)Nc2cccc(C(=O)O)c2)cc1,4,-1.1,-1,2,0.2,2,-6,4,4
O=C(OCCCc1cc2ccccc2c(=O)o1)c1ccco1,3,nt,nt,3,-0.2,0,-4,3,3
CCn1c(SCC(=O)N2CCc3ccccc32)nc2c(c1=O)SC(C)C2 (stereo not given),5,0.6,6,-17,0.1,0,-4,3,-6
Cc1nc(-c2ccccn2)nc(SCC(=O)N2CCOCC2)c1Cl,7,-1.9,-1,12,0.4,1,0,-2,0
CC1CCC(C(C)C)C(OC(=O)CSc2nc(N)cc(=O)[nH]2)C1 (stereo not given),-4,3.2,-3,-2,0.4,2,4,-7,0
COc1ccc(NC(=O)c2sccc2-n2cccc2)cc1,0,-0.5,0,4,0.1,0,-2,4,-3
COCCN(C(=O)CCC(=O)Nc1cc(C)on1)C(C(=O)NC1CCCC1)c1ccccc1C (stereo not given),-6,0.0,-2,2,0.2,1,0,-2,0
CC(NCc1cccnc1)c1ccccc1 (stereo not given),2,0.7,1,-6,-0.1,2,-4,4,2
CCN1C(=O)c2cccc3c(S(=O)(=O)Nc4c(C)n(C)n(-c5ccccc5)c4=O)ccc1c23,5,-1.6,1,3,0.1,0,-2,6,1
O=C(NC1CCN(Cc2ccccc2)CC1)c1cccc(S(=O)(=O)Nc2ccc(Br)cc2)c1,0,-3.7,-4,11,0.0,0,-4,1,-2
O=C(c1nn2c(C(F)(F)F)cc(-c3ccccc3)nc2c1Cl)N1CCOCC1,-4,1.1,-1,7,0.0,2,-5,2,5
CCOC(=O)/C=C1\NC(C)(C)Cc2cc(OC)c(O)cc21,-2,2.1,-5,21,-0.1,6,4,2,-8
CCC(=O)Nc1ccc(Cl)c(NC(=O)c2ccc(Br)o2)c1,11,-1.5,-3,8,-0.1,0,5,4,-5
O=C(CN1C(=O)C2CC=C(Cl)CC2C1=O)N1CCOCC1 (stereo not given),3,-9.1,-1,1,0.1,2,-6,1,3
COC(=O)c1ccc(COc2ccc(C)c(C)c2)o1,-1,1.0,-4,-2,0.0,0,4,1,-6
O=C(O)c1cccc(S(=O)(=O)N(Cc2ccccc2)c2ccc(Cl)cc2)c1,4,0.0,2,1,0.6,9,-3,5,-4
COc1cccc(C(=O)NC2CCNCC2)c1,2,-0.2,2,14,-0.1,0,-1,3,-2
# Next section
SMILES,MCL1 BIM primary,MEX-5 binding,Fam108B inh,VLA-4 inh,Efflux pump inh,GRK2 aptamer HTS,GLD-1 RNA inh,BCLXL inh,PME-1 primary
O=C(Cc1ccccc1)Nc1ncccc1Cl,-3,2.1,0,9,-0.1,0,3,1,0
Nc1nn2c(C(F)(F)F)cc(=O)[nH]c2c1N=Nc1cccc(F)c1,2,-4.6,4,16,-0.2,1,-2,2,3
Cc1ccc(N=C2SCCCN2C(=O)C2=COCCO2)cc1Cl,-25,2.4,-2,-3,-0.1,2,6,-11,2
Cc1ccccc1OCc1nc(-c2ccc(NC(=O)c3cccs3)cc2)no1,-6,1.4,-10,38,0.1,9,5,-3,-10
Cc1cc(C(=O)CN2CCC(C)CC2)c(C)n1-c1ccc(F)cc1,-7,0.1,0,-1,0.1,2,-3,-3,3
O=C1C(=O)N(c2nccs2)C(c2ccccc2)/C1=C(\O)c1ccc2c(c1)OCCO2 (stereo not given),-2,3.8,3,10,0.7,0,2,2,-10
COC(=O)/C(C#N)=C/c1c[nH]c2ccccc12,1,-1.2,-3,-6,0.0,0,4,3,-1
CC(=O)c1ccc(N(C(=O)c2ccco2)C(C(=O)NC2CCCC2)c2cccs2)cc1 (stereo not given),1,-3.9,-2,7,-0.1,2,-5,2,-5
O=C(c1cc(=O)[nH]c2ccccc12)N1CCN(S(=O)(=O)c2ccc(Cl)cc2)CC1,0,nt,nt,5,0.1,3,-3,3,2
CC(C)CCn1c2ccccc2c2cc(CC(N)=O)ccc21,-2,-1.3,-1,2,-0.2,0,7,1,-1
O=c1c2[nH]cnc2n(-c2cccc(F)c2)c(=O)n1Cc1ccccc1,2,-1.8,-7,8,-0.1,4,-1,5,1
CCCCNC(=O)c1onc(CSc2ccccc2F)c1C(=O)O,8,4.2,-1,-20,-0.1,4,11,-2,-1
COc1cccc(CC(=O)OCC(=O)NCc2ccc3c(c2)OCO3)c1,nt,nt,nt,3,-0.1,3,-1,nt,nt
CCCCCNC(=O)C1CC=CCC1C(=O)O (stereo not given),-2,0.8,1,6,0.2,1,-6,5,0
O=C(Nc1ccc2c(c1)oc1ccccc12)N1CCOCC1,6,1.4,-4,2,0.0,4,3,1,3
Nc1ccc(C(=O)c2ccccc2C(=O)O)cc1Cl,8,-2.1,1,9,0.0,0,7,7,0
Cc1cccc(-c2nc(-c3ccncc3)no2)c1,-3,2.3,-3,-9,0.1,0,3,4,-4
Cc1cccc(C)c1NC(=O)Cc1cccs1,14,0.8,2,1,-0.1,7,3,2,-6
COc1ccc(CCN(C)C(=O)c2oc3ccccc3c2C)cc1OC,-8,-0.8,-3,4,0.0,3,-3,-1,-1
